TCR CD3 inh = inhibitors of human TCR-CD3 interaction. AID 651800. TAMRA-labeled TCR probe fluorescence, biochemical. 360,000 compounds, 0.37% hits. inhibition, % at 9.4 µM; in the data active = inhibition above about 19%;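 also: recombinant mutant TCR 2C K166C tagged with TAMRA read by polarization; 0% = receptor in buffer alone and 100% = receptor with positive control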
PRMT1 FP inh = blocks human protein arginine methyltransferase 1. recombinant PRMT1, activity-based probe fluorescence polarization. inhibition, % at 2.79 µM. 370,000 compounds, 1.3% hits. AID 652257;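 active = inhibition above about 21% made by adding two undisclosed values, limit read from the data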
Target sequence (Q99873 whole entry, looked up): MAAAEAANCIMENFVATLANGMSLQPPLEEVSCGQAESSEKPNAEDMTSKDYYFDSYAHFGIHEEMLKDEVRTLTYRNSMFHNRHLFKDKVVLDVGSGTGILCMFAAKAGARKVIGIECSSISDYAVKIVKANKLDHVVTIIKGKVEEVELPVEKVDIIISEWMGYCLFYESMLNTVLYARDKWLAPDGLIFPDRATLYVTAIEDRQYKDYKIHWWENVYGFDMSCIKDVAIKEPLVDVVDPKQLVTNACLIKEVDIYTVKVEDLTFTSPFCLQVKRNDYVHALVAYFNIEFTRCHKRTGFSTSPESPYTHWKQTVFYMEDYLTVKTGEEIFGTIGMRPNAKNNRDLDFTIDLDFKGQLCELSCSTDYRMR
SIAE primary = human SIAE inhibition, primary screen | Q9HAT2 | SIAE FP-Rh probe binding, fluorescence polarization | inhibition, % at 9.66 µM | 370,000 compounds, 0.69% hits | AID 1053197;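 active = inhibition above a cutoff: mean of compounds within the control limits plus 3 SD of those, cut at about 17% in these data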;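 also: 0% = plate median of compound wells and 100% = probe without SIAE protein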
DDE Tn7 FP inh = inhibitors of Tn7 peptide binding to human fibrin DD(E). inhibition, % at 8.3 µM. 370,000 compounds, 0.13% hits. FP displacement of FITC-Tn7 peptide from fibrin DD(E); 0% = median of compound wells per plate. AID 720508. P02675;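 active = inhibition above the mean of compounds falling within the control limits plus 3 SD of them, cut at about 14% in these data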;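 also: 0% = plate median of compound wells and 100% = 10 µM Aha-Tn7 peptide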
Target sequence (P02675 whole entry, looked up): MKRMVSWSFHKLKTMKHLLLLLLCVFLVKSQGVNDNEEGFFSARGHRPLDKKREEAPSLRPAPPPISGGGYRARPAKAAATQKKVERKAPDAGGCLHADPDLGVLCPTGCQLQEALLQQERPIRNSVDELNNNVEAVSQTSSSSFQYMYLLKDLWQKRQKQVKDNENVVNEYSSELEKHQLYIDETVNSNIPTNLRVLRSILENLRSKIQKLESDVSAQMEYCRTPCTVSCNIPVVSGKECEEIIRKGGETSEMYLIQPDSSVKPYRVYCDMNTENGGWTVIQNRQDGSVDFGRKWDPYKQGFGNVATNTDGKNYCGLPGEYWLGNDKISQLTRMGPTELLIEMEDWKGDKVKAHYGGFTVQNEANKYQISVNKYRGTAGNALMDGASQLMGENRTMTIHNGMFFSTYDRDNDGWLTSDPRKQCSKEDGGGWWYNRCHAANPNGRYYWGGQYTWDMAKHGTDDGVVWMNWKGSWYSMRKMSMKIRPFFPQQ
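Assay system: Human fibrin DD(E) protein | Medium: Tris buffer with calcium and detergent, pH 7.8 | Reagent: 0.1 µM fluorescent Tn7 | Compound dosing: Single point at 8.3 µM | Times: 10 min preincubation, 3 h with tracer, room temperature | Detection: Fluorescence polarization of the labelled Tn7 tracer | Controls: Aha-Tn7 high control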
HTRA1 inhibitor = inhibitors of human serine peptidase HTRA1 | 340,000 compounds, 0.5% hits | Q92743 | AID 504803 | recombinant HTRA1, FP-rhodamine activity-based probe, fluorescence polarization | inhibition, % at 5.96 µM; in the data active = inhibition above about 36%;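 also: 0% = enzyme with DMSO and 100% = wells lacking enzyme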
mABHD4 FP = ABHD4 (mouse) inhibition, primary FP screen. Q8VD66. purified mABHD4, FP-Rh probe fluorescence polarization. inhibition, % at 8.92 µM. 370,000 compounds, 0.54% hits. AID 720543;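 active = inhibition exceeding the mean over every tested compound plus 3 SD, cut at about 30% in these data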;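 also: 0% = plate median of compound wells and 100% = S159A mutant with DMSO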
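Assay system: Wild-type mouse ABHD4 protein | Medium: HEPES pH 7.0 buffer, 150 mM NaCl, 0.01% Pluronic F-127 | Incubation: Enzyme–compound pre-incubation 45 min, then probe 60 min, both 25 °C | Technique: Fluorescence polarization with parallel and perpendicular emission, 525/598 nm | Evaluation: % inhibition of FP-Rh probe binding versus controls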
UHRF1 MBD2 ctr = human UHRF1 methylated DNA binding inhibitors; inhibition, % at 4.4 µM; Q96T88; 370,000 compounds, 0.75% hits; UHRF1 binding to methylated oligo, TR-FRET; in the data active = inhibition above about 21%;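 also: UHRF1 SRA domain binding a hemimethylated CpG hairpin DNA probe; 0% = median of test compound wells and 100% = reference inhibitor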
LEDGF integ inh = blocks HIV-1 LEDGF/p75-dependent DNA integration; TR-FRET IN-LEDGF/p75 DNA integration, Eu/Cy5; inhibition, % at 3.7 µM; 370,000 compounds, 0.64% hits;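 active = inhibition above the screen-wide mean plus 3 SD, cut at about 13% in these data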;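 also: signal is the Cy5 over europium emission ratio at 671 and 618 nm; 0% = plate median of compound wells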
PG9 binder = PG9 antibody binding by small molecule; TR-FRET gp120-PG9 antibody binding; 360,000 compounds, 0.43% hits; inhibition, % at 6.7 µM; AID 624416; in the data active = inhibition above about 8.5%
TDP2 absorb = blocks human TDP2 phosphodiesterase activity. O95551. recombinant TDP2, T5PNP hydrolysis, p-nitrophenol absorbance 415 nm. inhibition, % at 12.8 µM. 370,000 compounds, 0.34% hits. AID 720702;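 active = inhibition above the mean of all tested compounds plus 3 SD, set per campaign, cut at about 25% in these data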;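 also: 0% = DMSO with enzyme and 100% = buffer with substrate but no TDP2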
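Assay system: recombinant human TDP2 / Reagent: T5PNP substrate at 5 mM, a TopII-DNA adduct mimic / Measured by: epi absorbance from released p-nitrophenol / Evaluation: % inhibition relative to enzyme-containing and enzyme-free wells / Control set: enzyme-free and DMSO wells / Replicates: each compound tested once, singlicate / Schedule: enzyme reaction with compound for 2 h at 37 °C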
* hit, by the source's call; . = no result given. Rows are unselected. About 4.2% of those tested had a hit in this group.

TCR CD3 inh | PRMT1 FP inh | SIAE primary | DDE Tn7 FP inh | HTRA1 inhibitor | mABHD4 FP | UHRF1 MBD2 ctr | LEDGF integ inh | PG9 binder | TDP2 absorb | SMILES
6 | -1 | -7 | 1 | . | 5 | 0 | 7 | -0.5 | 4 | CC(C)C[C@H](NC(=O)CC[C@H]1O[C@@H](n2ccc(=O)[nH]c2=O)[C@H](O)[C@@H]1O)C(=O)O
-1 | -4 | -1 | -13 | -11 | 4 | -2 | 3 | -1.1 | 14 | O=C1NC(Cc2ccccc2)C(=O)Nc2ccc(Br)cc21 (stereo not given)
3 | 0 | -3 | -4 | -23 | -16 | -3 | 1 | -0.2 | 5 | O=C(Nc1cccc(C(F)(F)F)c1)C(SCCO)c1ccccc1 (stereo not given)
1 | -10 | -5 | -4 | . | 2 | -1 | 9 | 0.2 | 3 | COC(=O)C1=C(C)NC(C)=C(C(=O)OC)C(N2C(=O)CCC2=O)C1 (stereo not given)
0 | -1 | 2 | 9 | 10 | 5 | 1 | 4 | 0.5 | -7 | CN(CC(=O)NCc1ccco1)C(=O)C1CC(=O)N(c2ccc3c(c2)OCCO3)C1 (stereo not given)
. | -6 | -5 | -5 | . | -2 | 1 | 5 | . | -3 | CC(=O)c1cc(-c2cnn(Cc3ccccc3)c2)c(=O)n2c1CCC2
9 | -3 | -2 | -6 | 4 | 1 | 1 | 5 | -1.4 | 1 | CCCn1cnc2c(SCCc3ccccc3)nc(N)nc21
-2 | -2 | -14 | -5 | 2 | 1 | -3 | 0 | 1.2 | 5 | COc1cccc(-c2nnn(CC(=O)Nc3ccc(C)cc3C)n2)c1OC
8 | -4 | 5 | 3 | -6 | 0 | -2 | 3 | 0.3 | 6 | Cc1cccn2c(=O)c3cc(C(=O)NC4CCCCC4C)n(C)c3nc12 (stereo not given)
-4 | 5 | 1 | 7 | -4 | 5 | 0 | -6 | 1.1 | 4 | COc1ccc(Nc2nc(C(=O)N(CCO)Cc3ccccc3)cs2)cc1
-4 | 1 | -1 | -1 | -6 | 1 | 5 | -1 | 0.4 | 4 | CN(C)C(CNC(=O)CCc1c[nH]c2ccccc12)c1ccccc1 (stereo not given)
0 | 2 | 9 | 12 | -1 | 11 | 1 | -3 | 0.8 | -5 | CCCn1c(N)[n+](CC(=O)c2ccco2)c2ccccc21
0 | 65* | -2 | 1 | -7 | -4 | 0 | 5 | 2.4 | -30 | O=C(Nc1nccs1)C(Br)C(Br)c1ccccc1 (stereo not given)
3 | 8 | 8 | -3 | 47* | 23 | -3 | 1 | -1.0 | 16 | COC(=O)CCC(=O)OC1(C)C(=O)C2=CN(c3ccccc3)C(c3ccc(OC)cc3)=CC2=C(Br)C1=O (stereo not given)
1 | -1 | 4 | 0 | -6 | 2 | -4 | 0 | -1.9 | 6 | Cc1ccc(C=Nc2ccccc2C(N)=O)s1
4 | -4 | 2 | 2 | -2 | -2 | 1 | 0 | 1.3 | -5 | COC(=O)c1ccccc1NC(=O)N1CCN(C/C=C/c2ccccc2)CC1
2 | 3 | 1 | -3 | 1 | 11 | -2 | 2 | 1.4 | 1 | O=C(NCCCN1CCOCC1)c1ccc(Br)cc1
1 | -4 | -6 | -1 | -14 | -5 | 0 | -3 | 1.6 | 11 | CCCOC(=O)Cn1cnc2scc(-c3ccc(OC)cc3)c2c1=O
5 | 4 | -2 | -4 | 1 | -3 | 1 | 1 | -0.8 | 15 | O=C(CN(CC1CCCO1)C(=O)CNS(=O)(=O)c1ccc(F)cc1)NCc1ccccc1 (stereo not given)
-10 | -3 | -2 | -5 | 1 | -5 | 2 | 4 | -0.9 | -15 | COc1ccc(C(=O)N(Cc2sccc2C)C2CCS(=O)(=O)C2)cc1 (stereo not given)
-1 | 1 | 1 | -2 | 13 | -2 | -2 | 0 | -1.1 | 15 | CC(=O)Oc1cccc(Nc2ncnc3ccccc23)c1
-6 | 1 | -2 | -3 | -7 | -6 | 6 | 6 | 3.0 | 1 | c1ccc(COc2ccccc2CNc2nn[nH]n2)cc1
0 | 2 | 2 | -3 | 6 | -4 | 21* | -4 | 0.9 | 6 | COc1cc(NC(=O)CN2C(=O)COc3ccccc32)cc(OC)c1
1 | -2 | -5 | 2 | -12 | -15 | -2 | 2 | -2.2 | 19 | CCOC(=O)c1ccc(N2C(=O)C=C(N3CCOCC3)C2=O)cc1
3 | 1 | -4 | 3 | 4 | 5 | 0 | -2 | 0.0 | -9 | c1ccc(CN2CCN(C3CCCSc4ccccc43)CC2)cc1 (stereo not given)
-4 | 3 | -1 | -1 | . | 4 | -18 | -10 | -6.8 | -14 | Cc1[nH][nH]c(=O)c1N=Nc1ccccc1C#N
8 | -1 | 0 | -2 | 0 | 7 | 4 | 3 | -0.4 | 0 | Oc1oc(-c2ccccc2)nc1C=Nc1ccccc1
-4 | 8 | -7 | -2 | 2 | -13 | 2 | -3 | -2.9 | -4 | COc1ccc(-n2c(C)nc(N)c2C(=O)c2ccccc2)cc1
5 | -1 | -1 | -11 | -3 | 0 | 4 | 3 | -0.6 | -11 | Cc1ccc(-c2nc(N)sc2CC(=O)OCC(=O)NCC2CCCO2)cc1 (stereo not given)
-5 | 6 | 0 | -7 | 10 | 12 | 2 | 0 | -1.7 | 0 | O=C(/C=C/c1ccco1)c1ccccc1O
-1 | 7 | 4 | -3 | -31 | -12 | -1 | 3 | 2.0 | 0 | Fc1ccc2[nH]c3c(c2c1)CN(C(=S)NCc1ccccc1)CC3
-8 | 2 | 4 | -1 | 1 | 4 | 1 | 6 | -0.8 | 8 | CCCSc1nnc(Cn2c(=O)sc3ccccc32)n1C
4 | 2 | 5 | 8 | 1 | 4 | 5 | 0 | -0.4 | 5 | O=C(Oc1ccc(-c2nnco2)cc1)N1CCCCC1
3 | 2 | -4 | -1 | -7 | -3 | -2 | 1 | -1.3 | 3 | O=C(NCc1ccccc1)C(=O)NCC1OCCN1S(=O)(=O)c1ccc(Br)cc1 (stereo not given)
1 | 3 | 2 | 0 | -2 | -1 | 9 | -4 | 0.1 | 7 | CCOc1cc(CN2CCCC(CNC(=O)c3ccc(F)cc3)C2)ccc1OC (stereo not given)
9 | -1 | 4 | 9 | 2 | -2 | -1 | -1 | 1.2 | -5 | CC(N=C(NS(=O)(=O)c1ccc(Cl)cc1)c1ccccc1)C(=O)O (stereo not given)
-5 | -1 | 14 | 0 | . | 5 | -2 | -4 | -0.1 | 11 | Cc1ccc(S(=O)(=O)NC(=O)N(C)C2CCCCC2)cc1
2 | -1 | 0 | -8 | 11 | -1 | -1 | -1 | -5.2 | 6 | CCN1CCN(C(c2cc(OC)ccc2OC)c2nnnn2Cc2ccccc2)CC1 (stereo not given)
-5 | -3 | 7 | -5 | -8 | 2 | -1 | -2 | -1.8 | 11 | COc1ccc(C(=O)N(CCc2ccccc2)Cc2ccccc2)cc1S(=O)(=O)N1CCOCC1
-2 | 7 | 8 | 5 | 15 | 11 | -5 | -5 | -2.8 | -15 | COc1cc(/C=N/NC(=O)c2cc(C)n(-c3ccc(F)cc3)c2C)cc(OC)c1O
3 | 2 | 12 | -1 | -4 | -9 | 2 | 5 | 2.6 | -7 | CC1CC(=O)N(CC(=O)Nc2ccc3c(c2)OCO3)c2ccccc2S1 (stereo not given)
7 | -2 | 7 | -7 | 58* | 6 | -5 | -2 | 0.0 | -7 | Clc1ccc2nc(-c3ccccn3)c(Nc3ccc4c(c3)OCO4)n2c1
-4 | 2 | 6 | 1 | -38 | 14 | 1 | -6 | 6.6 | 7 | Cc1ccc(Nc2nc(-c3cccs3)cs2)nc1
-2 | -2 | -9 | 4 | -8 | -7 | 6 | 6 | -0.6 | -24 | COC(=O)c1ccc(Oc2nc(NC(C)C)nc(N(C)C)n2)cc1
-17 | 7 | -8 | 3 | -4 | -8 | 4 | 1 | -0.3 | -4 | CC(O)Cn1c(N2CCCC2)nc2c1c(=O)n(C)c(=O)n2C (stereo not given)
-5 | -1 | -9 | 0 | -29 | -12 | 6 | 5 | 4.9 | -11 | COc1cccc(-c2cc(C(=O)N3CCCc4ccccc43)no2)c1
1 | -4 | 3 | 1 | 1 | 1 | -3 | -3 | 0.0 | 12 | O=C(CN1CCCC1)Nc1ccc(F)c(Cl)c1
4 | -3 | 0 | -7 | -2 | 5 | -2 | 6 | -1.2 | 7 | CCCNC(=O)c1cc(S(=O)(=O)N2CCCCC2)ccc1N1CCOCC1
-10 | -3 | 12 | -3 | 0 | 4 | 2 | 2 | -1.0 | 1 | Clc1ccc(CN2CCCCCCC2)cc1Cl
-5 | -1 | -5 | -3 | 2 | 0 | -2 | -1 | -1.3 | -3 | COc1ccc(OC)c(NC(=O)C2CC(/C=C/c3ccccc3)=NO2)c1 (stereo not given)
-5 | 2 | 3 | -4 | . | -3 | -1 | -2 | -1.3 | -7 | CC(C)C[C@H]1CNC(=O)C(=O)N1C[C@H]1CCCN1C[C@H](CC(C)C)N1C[C@H](CC(C)C)N(CCc2ccccc2)C(=O)C1=O
1 | 2 | -4 | -6 | 1 | 2 | -2 | 2 | -2.1 | 0 | Cc1n[nH]c(=O)c2c(NC(=O)CSc3nnc(C4CC4)n3C)oc(C)c12
5 | 2 | -1 | -7 | -4 | 7 | -3 | 0 | -2.3 | 12 | Cc1ccc(NC(=O)CCC(=O)c2cccs2)nc1
6 | 2 | -4 | 0 | -6 | -2 | 1 | 0 | 0.9 | -18 | CCOC(=O)C1=C(c2ccccc2)c2ccccc2N(S(=O)(=O)C(F)(F)F)C1C(=O)OCC (stereo not given)
-4 | 1 | -11 | 4 | -6 | 2 | 17 | 1 | -1.4 | -3 | CC1CCC2(CC1)NC(=O)N(CC(=O)N1CCN(c3ccccc3)CC1)C2=O (stereo not given)

Source: PubChem
